IL-1B inflam inh: blocks inflammasome-driven IL-1 beta release | THP-1 LPS/ATP IL-1B secretion, AlphaLISA, 16 h; active compounds read low | activity change, % at 57.5 µM | 4.7% of 360,000 active | AID 743279; in the data active = activity change below about -50%; inconclusive = mostly about -30% to -49%; note: % is set by controls: 0 for no effect and ±100 for the full control effect
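Secreted IL-1B measured by AlphaLISA bead assay after 16 h compound exposure of THP-1 cells; compounds (final up to 57.5 uM) added 1 h before LPS (250 ng/mL) and ATP (1.25 mM) stimulation; lower signal means less secretion.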
WRN inhibitor: inhibitors of human WRN helicase | WRN helicase unwinding, fluorescent forked duplex, kinetic | 0.46% of 360,000 active | Q14191 | Potency, µM (highest dose often 114 µM), for inactives: at the top dose activity change, negative = inhibition, hits mostly inhibitors | AID 651768; note: potency is the fitted concentration of half-maximal effect; % is set by controls: 0 for no effect and ±100 for the full control effect; nearly all actives have a fitted effect of over 55% in size
Target sequence (Q14191 whole entry, looked up): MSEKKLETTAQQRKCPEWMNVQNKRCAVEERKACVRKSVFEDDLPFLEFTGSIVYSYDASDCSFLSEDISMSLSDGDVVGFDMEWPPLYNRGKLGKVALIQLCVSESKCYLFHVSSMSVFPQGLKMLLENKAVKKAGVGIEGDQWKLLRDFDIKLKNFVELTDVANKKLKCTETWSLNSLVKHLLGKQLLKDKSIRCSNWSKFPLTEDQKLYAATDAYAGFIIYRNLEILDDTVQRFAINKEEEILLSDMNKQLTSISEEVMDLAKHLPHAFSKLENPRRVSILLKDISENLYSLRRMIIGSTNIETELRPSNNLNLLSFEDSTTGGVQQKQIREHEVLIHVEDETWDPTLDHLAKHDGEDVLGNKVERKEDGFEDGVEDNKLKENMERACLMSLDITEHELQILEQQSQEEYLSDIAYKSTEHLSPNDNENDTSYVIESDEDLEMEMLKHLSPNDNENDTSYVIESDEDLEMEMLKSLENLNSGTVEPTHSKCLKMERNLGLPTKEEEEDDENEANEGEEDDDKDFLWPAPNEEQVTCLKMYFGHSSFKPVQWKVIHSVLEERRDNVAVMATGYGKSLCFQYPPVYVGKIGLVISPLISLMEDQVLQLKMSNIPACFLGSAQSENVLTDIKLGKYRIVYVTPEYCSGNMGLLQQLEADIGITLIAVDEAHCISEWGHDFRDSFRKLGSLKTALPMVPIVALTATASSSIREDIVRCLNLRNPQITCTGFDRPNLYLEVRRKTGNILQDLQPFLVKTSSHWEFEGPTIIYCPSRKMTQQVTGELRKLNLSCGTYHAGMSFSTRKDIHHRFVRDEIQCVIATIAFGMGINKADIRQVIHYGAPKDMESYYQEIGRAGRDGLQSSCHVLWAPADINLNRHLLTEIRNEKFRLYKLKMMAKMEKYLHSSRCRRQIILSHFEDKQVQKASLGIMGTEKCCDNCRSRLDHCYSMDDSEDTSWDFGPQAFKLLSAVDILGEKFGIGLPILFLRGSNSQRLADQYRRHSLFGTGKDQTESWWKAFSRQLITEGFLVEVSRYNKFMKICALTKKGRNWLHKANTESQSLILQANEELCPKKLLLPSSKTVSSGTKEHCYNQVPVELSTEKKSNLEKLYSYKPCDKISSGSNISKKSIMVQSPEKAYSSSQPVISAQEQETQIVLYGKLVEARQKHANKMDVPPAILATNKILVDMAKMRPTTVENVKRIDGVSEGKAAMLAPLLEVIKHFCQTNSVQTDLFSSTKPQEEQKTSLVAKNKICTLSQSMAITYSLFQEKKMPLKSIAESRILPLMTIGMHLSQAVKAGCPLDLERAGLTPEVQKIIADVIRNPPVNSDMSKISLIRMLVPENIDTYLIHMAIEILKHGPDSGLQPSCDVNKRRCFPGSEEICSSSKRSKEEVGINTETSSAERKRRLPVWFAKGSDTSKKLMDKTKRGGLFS
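WRN at 20 nM final was preincubated with compound for 15 min at room temperature; reaction started with 100 nM forked duplex oligonucleotide carrying fluorophore and quencher plus 2 mM ATP (final). Unwinding followed kinetically by red fluorescence (ex 525/em 598 nm).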
KB-V1 MDR tox: kills drug-selected multidrug resistant KB-V1 cells; KB-V1 MDR cells viability, CellTiter-Glo, 72 h; Potency, µM (doses to about 46.1 µM), without a hit: at the highest dose activity change, negative = cytotoxicity, actives largely listed as cytotoxic; 3.4% of 400,000 active; note: potency is the fitted concentration of half-maximal effect; % is set by controls: 0 for no effect and ±100 for the full control effect; nearly all actives have a fitted effect of over 60% in size
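KB-V1 MDR subline cells in DMEM (phenol-red free, 10% FBS) exposed to compounds in qHTS concentration series for 72 h at 37 degrees C. Viability read by CellTiter-Glo luminescence; concentration-effect curves fitted after normalization and correction.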
KB-3-1 cytotox: KB-3-1 parental cell cytotoxicity | KB-3-1 viability, CellTiter-Glo ATP luminescence, 72 h | Potency, µM (doses to about 46.1 µM), inactives show top-dose activity change, negative = cytotoxic, usual class: cytotoxic | 1.4% of 400,000 active | AID 1347075; note: potency is the fitted concentration of half-maximal effect; % is set by controls: 0 for no effect and ±100 for the full control effect; nearly all actives have a fitted effect of over 60% in size
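Viability of parental KB-3-1 cells, measured by CellTiter-Glo luminescence, followed a 72 h incubation at 37 °C with pinned compounds in phenol-red-free DMEM containing 10% FBS.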
HT1080-NT tox: kills 2HG-producing HT-1080-NT fibrosarcoma cells; Potency, µM (top dose mostly 46.1 µM), inactives show at the highest dose activity, negative = less viability, usual class: cytotoxic; 1.6% of 360,000 active; HT-1080-NT fibrosarcoma viability, CellTiter-Glo ATP luminescence, 48 h;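 note: NT is the 2HG producing partner of a matched IDH1 knockdown line; potency is the fitted concentration of half-maximal effect; 0% = DMSO-treated cells and -100% = media-only wells without cells; nearly all actives have a fitted effect of over 55% in size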
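Read-out is CellTiter-Glo luminescence after 10 minutes at room temperature, following 48 hours' compound treatment of HT-1080-NT cells (750 cells/well, RPMI, 5% FBS, 37 degrees C).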
ATXN2 expr inh: ATXN2 expression inhibition | AID 1745845 | 0.72% of 360,000 active | HEK-293 ATXN2-luciferase reporter, luminescence, 24 h | Potency, µM (doses to about 57 µM), for the others: top-dose activity change, negative = inhibition, most hits filed as inhibitors; note: potency is the fitted concentration of half-maximal effect; % is set by controls: 0 for no effect and ±100 for the full control effect; nearly all actives have a fitted effect of over 55% in size
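ATXN2-luciferase reporter cells (luciferase flanked by upstream and downstream ATXN2 gene portions) were treated 24 h at 37 °C with compounds at up to 57 uM. SteadyGlo luminescence gave expression; GF-AFC fluorescence gave viability.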
MCF10A rereplic: inducers of DNA re-replication in MCF 10A breast cells. MCF 10A DNA re-replication, Hoechst nuclear intensity, 48 h. Potency, µM (top dose mostly 46.1 µM), for the others: at the top dose activity, positive = re-replication, hits mostly activators. 2.9% of 350,000 active. AID 624296; note: potency is the fitted concentration of half-maximal effect; % of control where 0% means no effect; nearly all actives have a fitted effect of over 50% in size
SW480 rereplic: inducers of DNA re-replication in SW480 colon cancer cells; SW480 DNA re-replication, Hoechst DNA content imaging, 48 h; Potency, µM (top dose mostly 46.1 µM), inactives show at the highest dose re-replication activation, hits mostly activators; 1.8% of 340,000 active; AID 624297; note: potency is the fitted concentration of half-maximal effect; % of control where 0% means no effect; nearly all actives have a fitted effect of over 55% in size
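Readout is total intensity of Hoechst-stained nuclei, excited at 405 nm and collected at 500-530 nm. Compound treatment lasted 48 hr at 37 C in 5% CO2 before staining.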
HT1080 IDH1KD tx: kills HT-1080 cells with IDH1 knockdown; Potency, µM (highest dose often 46.1 µM), without a hit: top-dose activity, negative = toxicity, actives largely listed as cytotoxic; HT-1080 IDH1 knockdown viability, ATP luminescence, 48 h; 2% of 360,000 active;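 note: potency is the fitted concentration of half-maximal effect; 0% = DMSO wells and -100% = cell-free medium wells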
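IDH1KD HT-1080 cells, 750/well, RPMI + 5% FBS; compound pinned after 2 h settling; 48 h, 37 °C; CellTiter-Glo luminescence; % activity normalised to DMSO and no-cell wells; curves fitted, classed by r2 and efficacy.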
* marks the source's active call; other numbers are inactive results; ? = inconclusive; / = not tested or not shown; & = joins results of further samples; [ ] = dose if it differs, or a comment. Unless noted, calls come from the whole dose curve; as a rule, active = well fitted curve in the direction sought with a large enough effect; inconclusive = small, poorly fitted or top-dose-only effect, or another doubt; inactive = no such curve, though single readings can be large; an effect the other way counts as inactive or inconclusive.

SMILES	IL-1B inflam inh	WRN inhibitor	KB-V1 MDR tox	KB-3-1 cytotox	HT1080-NT tox	ATXN2 expr inh	MCF10A rereplic	SW480 rereplic	HT1080 IDH1KD tx
C#CCOCCOCCOCCNc1nc(N2CCN(C(=O)Cn3cc(CCO)nn3)CC2)nc(N2CCN(C(=O)Cn3cc(CCO)nn3)CC2)n1	28	1%	14%	1%	14%	4%	-4%	-2%	13%
COc1cccc(N=Nc2c(C)[nH]n(-c3ccccc3)c2=O)c1	-8	-2%	-4%	-2%	9%	/	-3%	-22%	13%
Cn1cnc([N+](=O)[O-])c1Sc1ccc(Br)cc1	?	2%	0%	4%	-11%	/	6.5µM*	?	-8%
OC(c1ccc(F)c(F)c1)c1nc(-c2cccc3cccnc23)cs1 (configuration not stated)	-19	-10%	0%	0%	-2%	16%	/	/	1%
COc1ccc2[nH]cc(C(=O)CN3CCN(C(=O)c4ccco4)CC3)c2c1	12	3%	20%	9%	7%	0%	3%	1%	-3%
COc1cccc(-c2cnc(C(O)c3cc(C)cc(C)c3)[nH]2)c1 (configuration not stated)	23	14%	1%	0%	11%	-4%	/	/	10%
c1ccc2c(c1)COc1c3cc4c(cc3nn1-2)OCO4	35	-4%	?	0%	-21%	63%[activator]	/	/	-25%
CCN(CC)C(=O)CSc1nnc(-c2cccnc2)n1CCc1ccccc1	-7	-5%	9%	-2%	2%	-3%	-5%	-4%	7%
CC(=O)N/C(=C/c1ccc(OS(=O)(=O)c2ccc(C)cc2)cc1)C(=O)NCCCO	0	10%	18%	1%	1%	-18%	-2%	-8%	-1%
O=[N+]([O-])c1ccc(/C=N/n2c(-c3cccnc3)n[nH]c2=S)cc1	-2	-5%	?	?	18%	-10%	-6%	-5%	13%
COCCn1c(SCC#N)nnc1-c1ccccc1	0	10%	12%	4%	11%	2%	-7%	1%	-3%
CCCCC#Cc1cncc(C(=O)NN)c1	82	-13%	-16%	2%	-11%	?	7%	?	-19%
CC(=O)c1c(C)[nH]c(C(=O)OCC(=O)Nc2c(C)n(C)n(-c3ccccc3)c2=O)c1C	31	-2%	?	0%	15%	4%	0%	-15%	15%
O=c1c(Cl)c(NCc2ccccc2Cl)cnn1C12CC3CC(CC(C3)C1)C2	/	-2%	18µM*	?	9%	8%	?	?	19%
CC(c1nc2ccccc2c(=O)[nH]1)N1CCOCC1 (configuration not stated)	22	-4%	-4%	-16%	2%	6%	-1%	-4%	-2%
CN(Cc1ccco1)C(=O)C1CCC(=O)N(CCc2cccc(F)c2)C1 (configuration not stated)	13	0%	0%	-2%	-6%	11%	?	-1%	-4%
C/C(=N\NC(=O)c1cc(-c2cccs2)nc2ccccc12)c1ccccn1	190	-15%	2%	?	?	2.8µM*	?	1.6µM*	?
CC1CCC(NC(=O)CCS(=O)(=O)c2ccc3c(c2)NC(=O)C(C)S3)CC1 (configuration not stated)	27	-12%	-2%	-26%	0%	-15%	-1%	-11%	-10%
CN1C[C@H]2CON(C)[C@H]2C[C@H]1c1cccc(N2CCOCC2)c1	-20	-5%	0%	0%	-4%	-3%	-2%	1%	-3%
Cc1ccc(CNc2nc(C)cs2)cc1	-58*	-14%	-9%	2%	2%	-27%	16%	?	-4%
O=C(COc1ccc(Br)cc1)N(Cc1ccccc1)c1ccccn1	-10	-12%	18µM*	0%	3%	-6%	11%	-3%	-11%
COc1cccc(-c2sc3ccc(OC)cc3c2-c2ccc(OCCN(C)C)cc2)c1	-62*	-3%	?	?	?	?	?	-36%[inhibitor]	?
FC(F)Oc1ccccc1NC(=S)NCc1ccco1	-11	4%	-14%	-7%	2%	-7%	0%	-7%	-2%
Cc1ccc(CC(=O)c2ccc(Cl)cc2)cc1	-9	-8%	0%	23%	2%	50%[activator]	-3%	-11%	8%
O=C(Nc1cccs1)Nc1ccc(F)cc1F	-11	-2%	20%&9%	-2%&-12%	9%	6%&19%	3%	-5%	2%
Cc1ccc(-c2ccc(C)c(N)c2C)c(C)c1N	17	1%	-3%	3%	0%	-21%	-4%	?	2%
Cc1cc(N2CCCC2)ccc1/C=C1/C(=O)N(C)C(=S)N1C	27	?	?	?	?	-7%	3%	15µM*	-18%
Cn1ccnc1SCC(=O)Nc1cccc([N+](=O)[O-])c1	0	-7%	-11%	0%	2%	16%	-1%	1%	1%
Cc1ccc(C2=NN3C(C2)c2ccccc2OC32C(=O)Nc3ccccc32)cc1 (configuration not stated)	-13	-30%	-1%	-28%	?	113%[activator]	?	6%	?
Cc1ccc2cc(C#N)c(SCC(=O)N3CCCc4ccccc43)nc2c1C	34	4%	2.6µM*	-8%	1%	-3%	6%	-7%	3%
CCn1c(SCC(=O)c2ccc(C)cc2)nnc1-c1ccncc1	3	10%	1%	-10%	20%	3%	22%	-6%	2%
O=C(COC(=O)c1ccc(F)cc1)Nc1ccccc1N1CCOCC1	0	12%	?	26%	15%	-7%	-2%	-4%	22%
C(=N\Nc1nncn1/N=C/c1ccco1)/c1ccco1	-20	-5%	0%	2%	11%	-10%	2%	2%	2%
Cc1ccc2[nH]c(=O)cc(C(=O)OCC(=O)c3ccccc3)c2c1	17	?	3%	6%	-1%	-11%	-5%	-1%	-1%
COCCn1c(SCC(=O)c2ccc3c(c2)OCCO3)nnc1-c1ccco1	9	1%	1%	0%	5%	-1%	2%	1%	11%
C/C(=N\NC(=O)c1ccc(NS(=O)(=O)c2cccs2)cc1)c1ccc2c(c1)OCO2	-7	-25%	3%	21%	-6%	11%	2%	17%	-7%
CCOc1ccc2nc(NC(=O)CCn3cccc3)sc2c1	-11	-3%	0%	17%	-14%	35%[activator]	9%	-13%	-8%
CCc1ccc(NC(=O)CCS(=O)(=O)c2ccc(Br)cc2)cc1	42	-17%	1%	2%	3%	/	-7%	-3%	1%
O=C(Cc1ccc(NC(=O)C2CCCN(C(=O)C3CC3)C2)cc1)Nc1cccc(C(=O)N2CCCCC2)c1 (configuration not stated)	3	6%	1%	7%	1%	-1%	-5%	-3%	0%
CSc1nc(-c2ccccc2)cn1-c1ccc(NC(C)=O)cc1	-27	-6%	1%	-3%	-24%	11%	?	5%	-13%
CC1CCN(C(=O)c2[nH]cnc2C(=O)N[C@@H](C)C(=O)OC(C)(C)C)CC1	-6	-7%	21%	-11%	3%	0%	-3%	-4%	?
COc1ccc(NC(=O)CN2C(=O)NC3(CCCCC3C)C2=O)cc1OC (configuration not stated)	22	3%	-6%	-2%	2%	-2%	-11%	-6%	11%
COc1cccc(-c2ocnc2C(=O)Nc2ccc3c(c2)CCC3)c1	6	-1%	4%	-12%	-13%	8%	?	0%	12%
CCN(C[C@H]1N[C@@](Cc2ccccc2)(C(=O)OC)[C@H]2C(=O)N(Cc3ccccc3)C(=O)[C@@H]12)C(=O)c1ccc(F)cc1	-17	1%	-7%	-2%	5%	4%	-1%	-3%	3%
CCOC(=O)N1CCc2c(sc3[nH]c(=S)[nH]c(=S)c23)C1	43	-21%	5%	-1%	13%	6%	0%	-96%[inhibitor]	15%
Cc1cc(C)c2c(=O)n3c(nc2c1)C(Cc1ccccc1)NC(=O)c1cc2ccccc2cc1-3 (configuration not stated)	35	4%	-30%	-5%	-26%	2%	/	/	-11%
CCCCNC(=O)c1onc(CSc2ccc(F)cc2)c1C(=O)NCCCC	-9	3%	2%	0%	-2%	6%	23%	-33%[inhibitor]	-2%
COC(=O)[C@@]1(Sc2ccc(C)cc2)CC(=O)N(C(=O)c2ccccc2)[C@@H]1c1ccccc1	-8	-9%	?	5%	-1%	-7%	/	/	-18%

Structural class, the compounds so far containing a Cl atom
SMILES	IL-1B inflam inh	WRN inhibitor	KB-V1 MDR tox	KB-3-1 cytotox	HT1080-NT tox	ATXN2 expr inh	MCF10A rereplic	SW480 rereplic	HT1080 IDH1KD tx
O=c1c(Cl)c(NCc2ccccc2Cl)cnn1C12CC3CC(CC(C3)C1)C2	/	-2%	18µM*	?	9%	8%	?	?	19%
Cc1ccc(CC(=O)c2ccc(Cl)cc2)cc1	-9	-8%	0%	23%	2%	50%[activator]	-3%	-11%	8%

Following part:
SMILES	IL-1B inflam inh	WRN inhibitor	KB-V1 MDR tox	KB-3-1 cytotox	HT1080-NT tox	ATXN2 expr inh	MCF10A rereplic	SW480 rereplic	HT1080 IDH1KD tx
COc1ccccc1N1CCN(CC(=O)Nc2nc(C)c(C(=O)N(C)C)s2)CC1	18	-9%	0%	1%	-1%	/	-5%	-1%	0%
Cc1ccc(CC2S/C(=C(/C#N)C(=O)NCc3ccco3)N(c3ccccc3)C2=O)cc1 (configuration not stated)	0	-11%	-21%	-13%	?	-4%	1%	17%	?
COc1ccccc1CC(=O)Nc1ccc2c(c1)C(=O)NC2=O	14	8%	24%	0%	2%	-2%	-9%	-7%	-2%
COC(=O)c1ccc2nc(-c3ccccc3)c(Cc3ccc(OC)cc3C)n2c1	-3	-9%	23µM*	?	9%	26%	/	/	6%
Cc1ccc(F)c(S(=O)(=O)NC(=O)C2(C)CCN2C(=O)c2ccccc2)c1 (configuration not stated)	31	2%	0%	0%	28%	-8%	/	/	5%
COc1ccc(F)cc1S(=O)(=O)NC1CCCCCC1	22	2%	-5%	-12%	-6%	1%	7%	1%	-13%
O=C(Nc1ccc2nc(-c3ccc(Br)o3)[nH]c2c1)c1cccs1	-76*	?	8.2µM*	?	-1%	-6%	19%	3%	?
COC(=O)C1CCN(CC(=O)Nc2ccc3c(c2)OCCO3)CC1	11	2%	2%	7%	3%	18%	-3%	-3%	10%
O=C(Nc1nccs1)c1cnc2sccn2c1=O	31	-8%	?	1%	2%	/	/	/	9%

Compound activity: PubChem, National Center for Advancing Translational Sciences (NCATS)
